Compound activity deposited in PubChem by National Center for Advancing Translational Sciences (NCATS).
USP2a inh – blocks human ubiquitin-specific protease USP2a; actives 0.1% (n = 60,000); O75604; Potency, µM (top dose mostly 38.3 µM), inactives show at the highest dose activity change, negative = inhibition, most hits filed as inhibitors; USP2a enzymatic assay, qHTS inhibition;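 also: potency is read from the fitted curve at half-maximal effect; nearly all actives have a fitted effect of over 60% in size; plate controls were DMSO for no effect and NEM full inhibition control for full effect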
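Coupled readout: USP2-cleaved Ub-PLA2 (20nM final) turns over NBD C6-HPC (20uM final), Ex 460nm/Em 535nm after 2.5 h, time-zero read flagging artifacts. Enzyme (20nM final, pH 8.0 Tris) given 30 min RT with compound first; NEM defines full inhibition.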
TexasRed autofl – Texas Red region autofluorescence | max dye-equivalent concentration, M | actives 0.06% (n = 59,000) | Compound fluorescence, Texas Red channel, 547/618 nm; hits give high values; in the data active = max dye-equivalent concentration above about 10 nM; inconclusive = between about 1.1 nM and that limit
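Spectral interference profiling: each compound concentration's relative fluorescence, read with a 547 nm excitation and 618 nm emission filter pair, was normalized to a per-plate Texas Red standard curve.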
BRCT PPI red – BRCT-phosphoprotein interaction inhibition (red fluorophore); P38398; AID 892; BRCT-phosphopeptide binding, red fluorescence polarization; actives 0.03% (n = 75,000); Potency, µM (series often up to 76.9 µM), without a hit: top-dose activity change, negative = inhibition, actives largely listed as inhibitors; also: % is scaled to controls: 0 for no effect and ±100 for the full control effect
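Rhodamine-labelled pBACH1 10-mer (100 nM) bound to BRCT domain (100 nM) at pH 7.3; compounds incubated 12 min room temperature, polarization read. Free peptide defines full inhibition; unlabelled decapeptide titrated as control.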
Fluorescein fluor – fluorescein region autofluorescence; Compound autofluorescence, 480/540 nm, fluorescein-equivalent; hits give high values; max fluorescein-equivalent concentration, M; actives 0.91% (n = 59,000); AID 593; in the data active = max fluorescein-equivalent concentration above about 10 nM; inconclusive = between about 1.1 nM and that limit
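First, buffer (100 mM Tris, pH 8.0) dispensed; second, compounds and fluorescein standards pinned in; third, 15 min room-temperature incubation; finally, imaging at ex 480 nm/em 540 nm. Fluorescence normalized against the six-point fluorescein curve.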
Caspase-7 inhib – caspase-7 (human) inhibition, allosteric or competitive; P55210; recombinant caspase-7, Ac-DEVD-AFC fluorescence rate; Potency, µM (top dose mostly 57.5 µM), inactives show at the highest dose activity change, negative = inhibition, usual class: inhibitors; actives 0.02% (n = 75,000); AID 889; active = well fitted inhibition curve with a large enough effect in the main read-out, with a control signal flat, not every such curve was filed as active; inconclusive = small, poorly fitted or top-dose-only effect, or a change in a side signal; also: potency is read from the fitted curve at half-maximal effect; % of control where 0% means no effect
4-MU autofl – compounds fluorescent in 4-MU spectral region. max dye-equivalent concentration, M. actives 11% (n = 59,000). compound autofluorescence, 340/450 nm, 4-MU equivalents; hits give high values. AID 589; in the data active = max dye-equivalent concentration above about 10 nM; inconclusive = mostly about 1.1 nM to 9.6 nM
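Intrinsic fluorescence at 340/450 nm (ex/em) was read after 15 min at room temperature in pH 8.0, 100 mM Tris. Each compound concentration expressed as 4-MU-equivalent concentration from a six-point 4-MU standard series on each plate.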
Casp1 inh – allosteric or competitive inhibitors of human caspase-1; Potency, µM (doses to about 57.5 µM), without a hit: top-dose activity change, negative = inhibition, hits mostly inhibitors; P29466; actives 0.03% (n = 75,000); Caspase-1 enzyme, Ac-WEHD-AFC fluorogenic rate; AID 900;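 also: potency is read from the fitted curve at half-maximal effect; plate controls were vehicle for no effect and no substrate for full effect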
BRCT inh green – blocks human BRCA1 BRCT binding to phosphopeptide, green readout; BRCA1 BRCT-phosphopeptide binding, green fluorescence polarization; actives 0.05% (n = 75,000); AID 875; Potency, µM (top dose mostly 76.9 µM), without a hit: at the highest dose activity change, negative = inhibition, usual class: inhibitors;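 also: potency is read from the fitted curve at half-maximal effect; plate controls were peptide without protein for full effect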
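Compounds were incubated for 12 min at room temperature with a complex of 100 nM fluorescein-tagged pBACH1 decapeptide and 250 nM His-tagged BRCT protein. Buffer was phosphate pH 7.3 with EDTA, DTT and Tween 20. Disruption of binding lowers the polarization signal.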
HEK293 cAMP cs – parental HEK293 cAMP activation (counter-screen). parental HEK293 CNG cAMP sensor, membrane potential fluorescence. Potency, µM (doses to about 57.1 µM), for inactives: at the top dose activation, most hits filed as activators. actives 2.5% (n = 73,000). AID 938; also: potency is read from the fitted curve at half-maximal effect; % of control where 0% means no effect; nearly all actives have a fitted effect of over 55% in size
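Counterscreen for endogenous-receptor signalling: CNG-channel HEK 293 cells report cAMP rise by membrane depolarization. After 60 min dye equilibration with 100 uM RO 20-1724, compounds incubated 30 min before bottom-read fluorescence at 590 nm.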
A350 fluor – compounds fluorescent in Alexa 350 spectral region. Compound autofluorescence, 340/450 nm, Alexa 350 dye-equivalents; hits give high values. max dye-equivalent concentration, M. actives 11% (n = 59,000); in the data active = max dye-equivalent concentration above about 10 nM; inconclusive = mostly about 1.1 nM to 9.6 nM
Rhodamine autofl – compound fluoresces in the rhodamine spectral region. AID 594. max dye-equivalent concentration, M. actives 0.05% (n = 59,000). Rhodamine-region fluorescence, 547/598 nm, Tris buffer; hits give high values; in the data active = max dye-equivalent concentration above about 11 nM; inconclusive = between about 1.1 nM and that limit
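Steps: pin-transfer compounds into pH 8.0 Tris (100 mM), hold 15 min at room temperature, image with a 547/598 nm filter pair, and convert intensities to rhodamine-equivalent concentration using a six-point on-plate rhodamine series.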
Active calls of the source: *; i = inactive; u = inconclusive; x = no result given; [ ] = remark or other dose. Unless noted, calls follow the shape of the dose curve; as a rule, active = well fitted curve in the direction sought with a large enough effect; inconclusive = small, poorly fitted or top-dose-only effect, or another doubt; inactive = no such curve, though single readings can be large; an effect the other way counts as inactive or inconclusive. Not all compounds are listed. The share of hits here may be higher or lower than overall.

Fields – USP2a inh, TexasRed autofl, BRCT PPI red, Fluorescein fluor, Caspase-7 inhib, 4-MU autofl, Casp1 inh, BRCT inh green, HEK293 cAMP cs, A350 fluor, Rhodamine autofl
[1] COCC(=O)N1CCC2(CCCN(c3ccncc3)C2)CC1
  8%, i, -3.1%, i, 0%, i, -2%, -1.7%, 15%, i, i
[2] COc1ccc(CN2CCCCC2c2cccnc2)c(OC)c1C (stereo unspecified)
  x, x, -0.9%, x, -3%, x, 4%, -2.3%, 17%, x, x
[3] CC1CCc2nn(CC(=O)NC3CCCC3)cc2C1 (stereo unspecified)
  x, x, -0.4%, x, -1%, x, 1%, 1.7%, 3%, x, x
[4] COC(=O)[C@H](CC(C)C)NC(=O)NC1CCCc2ccccc21 (stereo partly specified)
  u, i, -0.5%, i, 0%, i, 0%, -4.9%, 14%, u, i
[5] Cc1onc(-c2c(F)cccc2Cl)c1C(=O)N1CCN(S(C)(=O)=O)CC1
  -4%, i, -0.5%, u, -1%, i, 1%, -3.2%, 6%, i, i
[6] CCOC(=O)C(C)n1cnc2c(nnn2-c2ccc(OC)cc2)c1=O (stereo unspecified)
  12%, i, -2.2%, i, 2%, i, -1%, -1.1%, -4%, u, i
[7] CCSc1nc2c(c(=O)[nH]1)C(c1cccnc1)C(C(=O)OC(C)C)=C(C)N2 (stereo unspecified)
  14%, i, -0.3%, i, -1%, 1e-08M*, 0%, -0.4%, 9%, 1.2e-08M*, i
[8] CNC(=O)C1(C)C=CC2(CCCCC2)N1C(C)=O (stereo unspecified)
  x, x, -3.0%, x, -2%, x, 0%, -5.3%, 9%, x, x
[9] Cc1cc2ccccc2n1CCNC(=O)COc1ccccc1
  x, x, 2.1%, x, -3%, x, -3%, 1.8%, -2%, x, x
[10] Cc1ccc(S(=O)(=O)N2CCCC2C(=O)NCc2ccco2)cc1 (stereo unspecified)
  -1%, i, 2.2%, i, 0%, i, -1%, -2.3%, 0%, i, i
[11] COC(=O)c1ccc(C(=O)OC)c(NC(=O)c2cc3ccccc3o2)c1
  x, i, x, i, x, 6e-08M*, x, x, x, 6.1e-08M*, i
[12] CCOC(=O)N1CCC(O)(c2cc(C)c(C)cc2C)CC1
  11%, u, 0.0%, i, 0%, i, 1%, -0.6%, 23%, i, i
[13] CCc1ccccc1NC(=O)c1cnc2n(c1=O)CCS2
  x, x, -0.9%, x, 1%, x, -1%, -0.9%, 2%, x, x
[14] COc1ccccc1NC(=O)C1=C(C)Nc2ncnn2C1c1ccc(C)o1 (stereo unspecified)
  12%, i, 3.0%, u, -2%, i, -3%, -3.8%, 0%, i, i
[15] CC1=CC(=O)C2=C(C)CC[C@@H]3[C@H](OC(=O)[C@H]3C)[C@H]12
  x, i, x, u, x, i, x, x, 15%, i, i
[16] Cc1ccc2nc(NCc3ccco3)c(C=NCc3ccco3)c(=O)n2c1
  9%, x, 0.2%, x, -29%, x, u, 4.7%, 9%, x, x
[17] CCOc1ccc2[nH]c(=O)c(C(c3nnnn3Cc3ccco3)N3CCCC(C)C3)cc2c1 (stereo unspecified)
  236%[activator], i, -1.7%, i, -16%, 1.3e-07M*, -9%, 1.1%, 7.9µM*, 1.3e-07M*, i
[18] CCn1c2ccccc2c2cc(NC(=O)c3ccco3)ccc21
  x, x, -1.1%, x, -6%, x, -6%, -1.6%, -4%, x, x
[19] CCOC(=O)c1cnc(-n2cc(C)cn2)nc1Nc1ccccc1OC
  32%[activator], i, -0.4%, i, 0%, i, -1%, 0.8%, 20%, u, i
[20] COc1ccccc1NC(=O)CCn1c(=O)sc2ccccc21
  2%, u, -0.5%, i, 1%, i, 3%, -0.2%, 7%, i, i
[21] N#Cc1ccc(CN2CCCC3(CCN(C(=O)c4cccc(F)c4)CC3)C2)cc1
  80%[activator], i, -2.0%, i, -3%, i, -1%, -0.5%, u, i, i
[22] CCOC(=O)N1CCN(S(=O)(=O)c2cc(Cl)ccc2Cl)CC1
  0%, u, -1.7%, i, -1%, i, 3%, -0.8%, 8%, i, i
[23] CC(C)c1nc(SCC(=O)NCc2ccccc2)n[nH]1
  0%, i, 0.5%, u, -1%, i, 3%, -0.6%, 4%, i, i
[24] CCn1c(=O)c2c(cnn2C)c2ccccc21
  -9%, u, -0.9%, i, -1%, i, 2%, -1.1%, 8%, u, i
[25] Cc1cc2c(cc1C)NC(c1ccccn1)C1=C(CC(C)(C)CC1=O)N2 (stereo unspecified)
  5%, u, 0.3%, i, -2%, i, 0%, -1.9%, 1%, i, i
[26] C=CCNC(=O)NC(=O)COC(=O)COc1ccc(Br)cc1F
  3%, i, 1.6%, u, 0%, i, -2%, -0.7%, 11%, u, i
[27] CCC(C)(C)n1nnnc1C(c1ccncc1)N1CCN(c2cccc(OC)c2)CC1 (stereo unspecified)
  64%[activator], i, -0.7%, i, -1%, i, -1%, -2.8%, 2.5µM*, i, i
[28] CCOC(=O)CCN1C(=O)[C@H]2[C@H]3[C@H](O)[C@H](O)C/C(=N/OC[C@@H](O)COCc4ccco4)[C@H]3CC[C@@H]2C1=O
  x, x, 1.2%[15.4 µM], x, 0%[11.5 µM], x, -1%[11.5 µM], -2.3%[15.4 µM], 2%[11.4 µM], x, x
[29] Cc1ccc(-c2nc(CS(=O)(=O)CC(=O)NC3CCCCC3C)c(C)o2)cc1 (stereo unspecified)
  x, x, 0.7%, x, -1%, x, -1%, -0.7%, 14%, x, x
[30] CC(O)Cc1nsc(NC(=O)c2cccs2)n1 (stereo unspecified)
  x, x, -0.2%, x, -1%, x, -3%, -2.5%, -3%, x, x
[31] CCOC(=O)c1nnc2cc(-c3ccc(Br)cc3)nn2c1C
  26%, u, -1.3%, i, -2%, u, 2%, -3.0%, -28%, u, i
[32] COc1ccccc1NC(=O)CN1C(=O)C(C)Oc2ccccc21 (stereo unspecified)
  x, i, -2.3%, u, 1%, i, -3%, -2.4%, u, i, i
[33] O=C(COc1ccc2c(c1)OCO2)Nc1ccc2c(c1)oc1ccccc12
  -13%, u, -0.3%, u, -2%, i, -3%, -4.0%, 9%, i, i
[34] CCOC(=O)C1(C(=O)OCC)C(c2ccccc2)CC(O)N1C(C)=O (stereo unspecified)
  x, i, x, u, x, i, x, x, x, i, i
[35] O=C(CSc1nc2c(c(=O)n1-c1ccc(F)cc1)SCC2)Nc1ccc2c(c1)OCO2
  49%[activator], i, -1.7%, i, -3%, i, -1%, -0.7%, u, i, i
[36] COc1ccc(N(CC(=O)N2CC=C(c3ccccc3)CC2)S(=O)(=O)c2c(C)noc2C)cc1
  x, x, -0.3%, x, -3%, x, -1%, -2.7%, 18%, x, x
[37] O=C(O)c1cc(S(=O)(=O)Nc2cccc(Cl)c2)ccc1O
  x, x, 0.7%, x, 1%, x, -4%, 0.9%, u, x, x
[38] CC(=O)OC(C(=O)c1ccccc1)c1ccccc1 (stereo unspecified)
  x, x, -7.4%, x, -1%, x, 1%, -1.9%, 17%, x, x
[39] CCN(C(=O)COC(=O)c1cccnc1SC)C1CCS(=O)(=O)C1 (stereo unspecified)
  1%, i, -1.6%, u, 0%, i, 1%, -0.9%, 6%, i, i
[40] CC1=C(C)C(=O)N(CCC(=O)O)C1=O
  1%, x, -0.5%, x, 1%, x, -3%, -2.3%, -1%, x, x
[41] CC1(C)Cc2c(C#N)c(SCc3ccccc3)nc(N3CCOCC3)c2CO1
  x, x, 1.5%, x, -1%, x, -4%, -2.3%, 1%, x, x
[42] Cn1c(=O)c2cc(S(=O)(=O)Nc3ccc4c(c3)OCO4)ccc2n(C)c1=O
  11%, u, 1.8%, u, 0%, i, -2%, 0.1%, 2%, i, i
[43] Cc1[nH]c(=O)[nH]c(=O)c1S(=O)(=O)N1c2ccc(F)cc2CCC1C (stereo unspecified)
  -2%, i, 0.2%, i, 1%, i, 1%, -0.6%, -3%, i, i
[44] Cn1c(=O)c2c(nc(N3CCOCC3)n2CC(=O)C23CC4CC(CC(C4)C2)C3)n(C)c1=O
  14%, i, -1.0%, u, 0%, i, -2%, 0.8%, -14%, i, i
[45] Cc1ccc(-c2cc(-c3ccc(Cl)cc3)c(C#N)c(N)n2)o1
  -8%, i, -0.4%, u, -2%, i, -3%, -5.8%, 21%, i, i
[46] CCCCN1C(=O)CN(CCc2ccccc2)C(=O)C1c1ccc(OC)cc1 (stereo unspecified)
  4%, i, 0.2%, u, -1%, i, 0%, -1.0%, 14%, i, i
[47] CC(C)=CC1C(C(=O)Nc2ccc(Br)cn2)C1(C)C (stereo unspecified)
  5%, x, -1.1%, x, 2%, x, -4%, -3.2%, 25µM*, x, x
[48] CCCC(=O)Nc1nnc(-c2ccco2)s1
  3%, i, 0.0%, i, 2%, i, 2%, -2.4%, 2%, i, i
